High-throughput results deposited in PubChem by several laboratories.
V1R ag counter = V1a receptor agonism, counter-screen for OXTR agonists; activation, % at 3 µM; 320,000 compounds, 0.25% hits; AID 2797; CHO-V1R cells, Fluo-8 calcium fluorescence, agonist mode; 0% DMSO, 100% 3 nM vasopressin;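 active = activation above the mean activation of all tested compounds plus 3 SD, per screening run, cut at about 20% in these data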;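 note: signal is peak over basal fluorescence ratio across a 100 second FLIPR read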
PHOSPHO1 inh = blocks human PHOSPHO1 phosphatase activity; Q8TCT1; recombinant PHOSPHO1, absorbance phosphatase assay; inhibition, % at 13.3 µM; 290,000 compounds, 1.1% hits; AID 1565; in the data active = inhibition above about 60%
Target sequence (Q8TCT1 whole entry, looked up): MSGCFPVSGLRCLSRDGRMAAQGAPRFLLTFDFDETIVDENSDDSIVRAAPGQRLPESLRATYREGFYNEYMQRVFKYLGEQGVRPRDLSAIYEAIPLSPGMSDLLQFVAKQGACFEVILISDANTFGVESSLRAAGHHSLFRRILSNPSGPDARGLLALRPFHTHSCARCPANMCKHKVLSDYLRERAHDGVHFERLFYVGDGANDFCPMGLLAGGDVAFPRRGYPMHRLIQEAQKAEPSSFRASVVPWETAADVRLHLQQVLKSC
DNA FID counter = fluorescent intercalator displacement, NS3 helicase counter-screen. DNA fluorescent intercalator displacement, fluorescence. inhibition, % at 7.9 µM. 290,000 compounds, 0.17% hits; in the data active = inhibition above about 37%;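 note: 0% = vehicle and 100% = reference compound; higher means more ethidium bromide displaced from hairpin DNA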
GPR7 antagonist = antagonists of human GPR7 (neuropeptides B/W receptor 1) | P48145 | GPR7-expressing cells, fluorescence antagonist assay | inhibition, % at 4.4 µM | 290,000 compounds, 1.1% hits; in the data active = inhibition above about 16%, passing the limit was not always enough;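 note: cells stimulated with the agonist NPW; 0% = agonist with vehicle and 100% = vehicle without agonist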
Target sequence (P48145 whole entry, looked up): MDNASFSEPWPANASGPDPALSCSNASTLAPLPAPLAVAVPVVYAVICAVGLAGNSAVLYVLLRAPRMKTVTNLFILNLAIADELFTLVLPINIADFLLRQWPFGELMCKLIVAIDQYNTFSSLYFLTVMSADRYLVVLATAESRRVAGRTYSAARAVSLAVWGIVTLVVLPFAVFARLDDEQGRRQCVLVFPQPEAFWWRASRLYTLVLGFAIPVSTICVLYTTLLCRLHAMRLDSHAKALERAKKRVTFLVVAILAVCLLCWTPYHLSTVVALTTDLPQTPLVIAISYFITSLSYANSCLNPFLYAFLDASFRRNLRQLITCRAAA
VIM-2 inh = blocks Pseudomonas aeruginosa VIM-2 metallo-beta-lactamase. purified VIM-2, nitrocefin hydrolysis, epi-absorbance fluorescence. 290,000 compounds, 0.89% hits. inhibition, % at 5.6 µM;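 active = inhibition above the mean of all tested compounds plus 3 SD, cutoff set per screening run, cut at about 7.5% in these data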;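 note: red hydrolysis product quenches plate fluorescence so inhibitors raise well fluorescence; 0% = enzyme with DMSO and 100% = DMSO without enzyme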
HCV NS3 hel inh = blocks Hepatitis C virus NS3 helicase unwinding; 290,000 compounds, 0.56% hits; inhibition, % at 10.9 µM; NS3 helicase DNA unwinding, Cy5 molecular beacon fluorescence; AID 1800;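 active = inhibition above the mean of all tested compounds plus 3 SD, set per campaign, cut at about 35% in these data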;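 note: 0% = DMSO wells and 100% = thioflavine S control wells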
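test system = hepatitis C virus NS3 helicase domain fragment enzyme | reagent = annealed dual-labelled DNA beacon duplex, ATP-started | times = 1 h at 25 °C | detection = Cy5 fluorescence, 0 and 60 min reads | read-out basis = percent inhibition from t60/t0 fluorescence ratio | control set = DMSO and thioflavine S | replication = one well per compound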
GalR3 antag = blocks the human galanin receptor 3; AID 651719; HEK293 GalR3-CNG cAMP membrane potential fluorescence; galR3 body fused to GalR1 C-terminus; inhibition, % at 3 µM; 360,000 compounds, 0.44% hits;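 active = inhibition above the screen-wide average plus 3 SD, cut at about 13% in these data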;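 note: forskolin and galanin both at EC90 stimulate the cells; cAMP rise reported by CNG channel membrane potential dye signal; 0% = forskolin plus galanin with DMSO and 100% = forskolin alone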
IMP-1 inh = inhibitors of Pseudomonas aeruginosa IMP-1 metallo-beta-lactamase; purified IMP-1, nitrocefin hydrolysis, epi-absorbance fluorescence; inhibition, % at 5.6 µM; 290,000 compounds, 0.45% hits; AID 1556;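 active = inhibition above the mean plus 3 SD of all compounds in the same screening run, cut at about 4.5% in these data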;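 note: 0% = IMP-1 with DMSO and 100% = DMSO wells lacking enzyme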
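Assay system: purified IMP-1; Quantity: IMP-1 0.2 nM before substrate addition; Medium: HEPES buffer pH 7.1 with ZnSO4 and Brij 35; Incubation: 15 min enzyme–compound preincubation, then 25 min nitrocefin reaction, 25 °C; Signal: fluorescence quenching readout, ex 480/em 530 nm; Controls: DMSO with and without IMP-1; Repeats: singlicate testing.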
OXTR agonist = agonists of human oxytocin receptor; CHO-OTR cells, Fluo-8 calcium fluorescence; normalized: DMSO 0%, oxytocin 100%; activation, % at 3 µM; AID 2435; P30559; 320,000 compounds, 0.32% hits;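 active = activation above the mean of all tested compounds plus 3 SD, cutoff set per screening run, cut at about 20% in these data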;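 note: peak over basal fluorescence ratio from a 100 s FLIPR kinetic read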
Target sequence (P30559 whole entry, looked up): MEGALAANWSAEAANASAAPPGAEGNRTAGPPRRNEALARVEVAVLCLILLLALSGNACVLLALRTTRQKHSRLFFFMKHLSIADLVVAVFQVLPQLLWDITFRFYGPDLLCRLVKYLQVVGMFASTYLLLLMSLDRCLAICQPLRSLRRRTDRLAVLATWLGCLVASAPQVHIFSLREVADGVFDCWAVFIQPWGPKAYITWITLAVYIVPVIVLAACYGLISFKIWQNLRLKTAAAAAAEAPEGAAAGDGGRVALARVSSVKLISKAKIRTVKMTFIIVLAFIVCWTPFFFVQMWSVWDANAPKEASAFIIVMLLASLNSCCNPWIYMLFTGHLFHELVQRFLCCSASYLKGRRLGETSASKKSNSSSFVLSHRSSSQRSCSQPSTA
Active calls of the source: *; x = not tested or not shown.

SMILES | V1R ag counter | PHOSPHO1 inh | DNA FID counter | GPR7 antagonist | VIM-2 inh | HCV NS3 hel inh | GalR3 antag | IMP-1 inh | OXTR agonist
CCCn1c(=N)n(CCOc2ccc(OC)cc2)c2ccccc21 | 0.8 | -1 | 12 | 6 | -2.6 | -9 | -6 | -1.7 | 1.3
O=S(=O)(O)c1nc2ccccc2n1CCOc1ccccc1 | 0.0 | 7 | -28 | -20 | -1.9 | 5 | -4 | -1.4 | -0.2
COc1cc(CC(=O)Nc2ccc3c(c2)CCC3)cc(OC)c1OC | 6.3 | -6 | -18 | -14 | -1.4 | 1 | -1 | -0.1 | 6.7
CN(c1ccc(C(=O)NCc2ccccn2)cc1)S(C)(=O)=O | -0.3 | 18 | -2 | 11 | -2.1 | -4 | -2 | -2.1 | 1.2
CC(C)C(=O)n1nc(-c2cccnc2)nc1NCc1cccs1 | -0.5 | 19 | 4 | -10 | 0.9 | 3 | -4 | -1.8 | -2.7
Cc1cc(NS(=O)(=O)c2ccc(NC(=O)CCN3C(=O)c4ccccc4C3=O)cc2)no1 | -0.1 | 47 | -12 | -4 | -2.2 | 7 | x | -1.3 | -0.6
COC(=O)c1ccc(C(=O)OC)c(NC(=O)CCc2ccc(C)o2)c1 | -0.6 | -10 | -13 | -12 | -1.5 | 5 | -6 | -5.1 | -2.9
CCC1OC2(C)OC(=N)C1(C#N)C(C#N)(C#N)C2c1ccccc1 (stereo not given) | 1.0 | 0 | -1 | 4 | -4.1 | 9 | -6 | -2.2 | 0.2
CCN(CC)S(=O)(=O)c1ccc(OC)c(NC(=O)c2ccc(OC)c([N+](=O)[O-])c2)c1 | 1.0 | x | 4 | 8 | 0.2 | -9 | 6 | -1.7 | -1.2
Cc1ccc(C(=O)COC(=O)c2cccc(N3C(=O)c4c(C)nc5ccccc5c4C3=O)c2)cc1C | 0.2 | -9 | -10 | 0 | 0.8 | 7 | -2 | -3.3 | -0.9
NC(=O)COC(=O)CNC(=O)c1sc2ccccc2c1Cl | 0.3 | 16 | 0 | 5 | 0.5 | -9 | -8 | -2.5 | 0.7
COc1cc2c(cc1OC)-c1cc(OCCN3CCOCC3)nc(=O)n1CC2 | 0.1 | -15 | -5 | -3 | -2.1 | 5 | 0 | -3.3 | -1.8
COc1ccc(CNC(=O)C2CC(c3ccccc3[N+](=O)[O-])=NO2)cc1 (stereo not given) | -0.7 | -14 | 2 | -10 | -2.1 | -6 | -3 | -1.3 | -2.0
O=C(CSc1ccccc1)NN1C(=O)c2ccccc2C1=O | 1.3 | 28 | 3 | -9 | -3.0 | 4 | -3 | -3.8 | 0.2
COc1ccc(-c2nc(CS(=O)CC(=O)NCC3CCCO3)c(C)o2)cc1 (stereo not given) | 0.4 | -4 | -13 | -9 | -1.1 | 5 | x | -5.1 | -1.4
COc1ccc(NC(=O)C2CCCN(S(=O)(=O)c3ccc4[nH]c(=O)ccc4c3)C2)cc1OC (stereo not given) | -1.3 | 8 | -43 | -12 | -1.2 | -1 | -5 | -0.8 | -0.9
O=C(NCCCNC(=O)c1c(F)cccc1F)c1c(F)cccc1F | 1.3 | 42 | -4 | -12 | -2.9 | 1 | -11 | -3.7 | -0.4
COc1cc(/C=N/NC(=O)C2=NNC(=O)C2C)ccc1O (stereo not given) | -0.7 | 8 | -1 | -5 | -2.7 | -1 | 5 | -5.6 | -0.4
COc1cccc(NC(=O)Cc2nc(-c3ccccc3)sc2-c2ccc(C)cc2)c1 | 2.7 | -3 | 2 | 2 | 1.0 | 5 | -4 | 1.6 | 0.0
O=C(Nc1cccc(F)c1)c1cc(S(=O)(=O)N2CCC(C(=O)O)CC2)ccc1F | 0.2 | 23 | -13 | 3 | -1.4 | 2 | -5 | -3.8 | 1.0

Overlap with the part before: two compounds, followed by the next part.
SMILES | V1R ag counter | PHOSPHO1 inh | DNA FID counter | GPR7 antagonist | VIM-2 inh | HCV NS3 hel inh | GalR3 antag | IMP-1 inh | OXTR agonist
COc1cccc(NC(=O)Cc2nc(-c3ccccc3)sc2-c2ccc(C)cc2)c1 | 2.7 | -3 | 2 | 2 | 1.0 | 5 | -4 | 1.6 | 0.0
O=C(Nc1cccc(F)c1)c1cc(S(=O)(=O)N2CCC(C(=O)O)CC2)ccc1F | 0.2 | 23 | -13 | 3 | -1.4 | 2 | -5 | -3.8 | 1.0
O=C(Nc1ccccc1C(=O)NC(Cc1ccccc1)C(=O)NC1CCCCC1)c1ccccc1 (stereo not given) | -0.7 | -22 | -3 | -12 | -1.6 | -1 | 1 | -1.3 | -1.7
Cc1ccc(OCc2cc(C(=O)NCCn3cccn3)no2)cc1C | 6.2 | -1 | -41 | -6 | -2.7 | 4 | -4 | -3.7 | 4.3
COC(=O)/C(=C/c1ccco1)NC(=O)c1ccccc1 | -0.2 | -10 | 1 | -8 | -3.2 | -4 | -5 | -1.8 | 0.2
O=C(Nc1cccc(Cl)c1)Nc1nc(-c2ccccc2)cs1 | 9.1 | 4 | 4 | -2 | -0.1 | 12 | -2 | 0.0 | 6.7
Cc1ccc(OCCCCn2c(CO)nc3ccccc32)cc1 | 4.8 | -5 | -22 | -5 | -3.8 | -9 | 0 | -2.6 | 0.8
c1ccc(-c2nnc(-c3cccc(-c4nnc(-c5ccccc5)o4)c3)o2)cc1 | x | x | 2 | -5 | -1.5 | -1 | x | -1.5 | x
CCOC(=O)C(=O)Nc1nc(-c2ccccc2)c(CC)s1 | -1.2 | 0 | -13 | 1 | -7.9 | 2 | -4 | -2.4 | -1.2
Cc1ccccc1-n1nc(-c2cccnc2)cc1C(=O)N/N=C/c1ccncc1 | -0.3 | 24 | -31 | -8 | -3.7 | 2 | -6 | -0.3 | 0.0
Cc1ccc(Cn2c(CN3CCOCC3)nc3c2c(=O)[nH]c(=O)n3C)cc1 | 0.1 | 28 | -12 | -2 | -3.6 | -2 | -3 | -1.3 | 0.6
CCOC(=O)c1cnc(Nc2nc3ccccc3o2)nc1C | -0.4 | 5 | -7 | 5 | -0.2 | 1 | -4 | -4.8 | 0.0
CCOC(=O)CSc1nnc(NC(=O)CN2CCN(C=O)CC2)s1 | 0.0 | x | -4 | -13 | -3.6 | 0 | -9 | -2.5 | 0.6
Cc1ccc2sc(NNC(=O)C3=COCCO3)nc2c1C | 1.0 | 27 | -6 | 1 | -5.2 | 6 | 3 | -5.5 | 0.2
COc1cccc(OCCCCN2CCCCC2)c1 | 1.1 | -10 | 15 | -9 | -3.5 | -1 | -6 | -2.0 | 1.3
CCn1c(SCCC#N)nnc1-c1ccncc1 | 1.2 | 5 | 0 | -9 | -0.1 | -4 | -5 | -0.5 | 1.3
CCOC(=O)N1CCN(Cc2nc3cc(NC(C)=O)ccc3n2C)CC1 | -0.7 | 24 | -9 | -5 | -0.1 | 3 | -9 | -0.7 | 0.4
CCOC(=O)c1nnc(-c2ccccc2)nc1Oc1ccccc1Cl | 0.7 | -6 | 4 | -17 | -1.0 | 2 | -1 | -1.7 | -0.6
CN(CCC1CCOCC1)C(=O)CC1C(=O)NCCN1Cc1c(F)cccc1Cl (stereo not given) | -0.1 | 36 | -19 | -12 | -3.2 | -1 | 0 | -1.9 | 0.7
CC(C)Nc1nc(NC(C)C)nc(Oc2ccc(=O)n(C)n2)n1 | -0.5 | -3 | -2 | -14 | -3.3 | -9 | -4 | -1.7 | -0.1
CCCc1cc(=O)oc2cc(C)cc(OCC(=O)N3CCC(C(N)=O)CC3)c12 | 1.3 | 23 | -10 | -7 | 1.5 | 21 | -2 | -0.5 | 1.1
CCOc1ccccc1NC(=O)Nc1ccsc1C(=O)OC | -0.8 | 14 | -22 | -9 | -1.6 | -9 | -3 | -1.4 | -0.3
O=C(Nc1nncs1)c1cc(-c2ccncc2)nc2ccc(Cl)cc12 | -0.1 | 10 | -5 | -19 | -5.2 | 1 | -3 | -3.8 | -0.3
CN(CC(=O)NCc1ccc(F)cc1)S(=O)(=O)c1ccc2c(c1)c(=O)n(C)c(=O)n2C | 1.7 | 19 | -15 | -17 | -2.3 | 4 | -8 | -1.7 | 0.0
CCCOc1cc(CC(=O)NCc2ccco2)ccc1OC | 0.4 | -1 | -6 | -12 | 0.5 | 1 | -2 | -0.5 | -0.7
COc1cc2ccccc2cc1C(=O)NC(=S)Nc1ccc(C(=O)O)cc1 | 1.1 | 28 | -35 | 1 | -1.9 | 18 | 0 | -0.2 | 0.6
COc1ccccc1N(CCC#N)C(=O)CSc1nc(-c2ccccc2)cn1N | 0.2 | 47 | -20 | -1 | -1.1 | -7 | -1 | -1.3 | 0.1
CCOC(=O)c1c(NC(=O)c2c(Br)cnn2C)c(C#N)nn1-c1ccccc1 | -0.3 | 22 | -14 | -24 | 0.3 | -8 | -5 | -2.9 | -1.2
C=CCNc1nc(Cl)nc(Nc2ccc([N+](=O)[O-])cc2)n1 | -0.3 | 28 | 2 | -5 | 0.6 | 7 | -5 | -3.7 | -2.0
Cc1ccccc1OCC(O)CNC1CCC(NCC(O)COc2ccccc2C)CC1 (stereo not given) | 15 | 11 | 29 | 77* | -3.0 | -85 | -18 | -0.6 | 10
CCOc1ccc2oc(C(=O)OCC(=O)NC(=O)NC3CCCC3)c(C)c2c1 | -0.6 | 5 | -2 | 1 | -2.9 | 7 | -3 | -4.2 | -1.1
O=C(O)COc1ccccc1O | 1.0 | -6 | 8 | 13 | 0.0 | -5 | -6 | -0.6 | 2.5
COC(=O)c1ccc(COC(=O)c2[nH]c(C)c(C(C)=O)c2C)o1 | 11 | 12 | -8 | 7 | -1.8 | 3 | 7 | -3.1 | 11
CC(C)NC(=S)N(CCc1ccncc1)C(C)C | -1.0 | -1 | 3 | -17 | -1.1 | -8 | -9 | -2.1 | 0.5
CCCCC1C2=C(CC(C)(C)CC2=O)OC2=C1C(=O)CC(C)(C)C2 | -1.8 | 1 | -25 | 8 | -0.7 | -8 | -3 | -2.9 | -3.1
CCOCC(=O)Nc1cc(C(=O)Nc2cc(C)cc(C)c2)ccc1Cl | -0.8 | 16 | -2 | -8 | -4.0 | 8 | x | -2.5 | -1.8
Cn1c(=O)c2sccc2n2c(CCCC(=O)NCc3ccc4c(c3)OCO4)nnc12 | x | 22 | 0 | -11 | 0.0 | 1 | -4 | -0.6 | x
CCCCC(C(=O)NC(C)(C)C)N(Cc1ccco1)C(=O)c1snc(C(N)=O)c1N (stereo not given) | 11 | -4 | -28 | -3 | -3.6 | -2 | -1 | -5.0 | -2.7
Cc1[nH]c2ccccc2c1CCN(Cc1cccs1)C(=S)NC(C)(C)C | 0.8 | -13 | 6 | -1 | -6.9 | -3 | -4 | -4.0 | 2.0
COc1ccc(Br)cc1CNC(=O)C1CCCN(c2nc3ccccc3o2)C1 (stereo not given) | -1.3 | 24 | -3 | -7 | -4.6 | -5 | -4 | -3.9 | -1.8
O=C(COC(=O)/C=C/c1nc2ccccc2s1)Nc1cccc2ccccc12 | -0.3 | 8 | -3 | -4 | -3.3 | -10 | -6 | -2.6 | -1.0
